# FadD28 binding – inhibitors of FadD28 bisubstrate probe binding, primary screen, biochemical, fluorescence polarization, single point. inhibition, % at 12.5 µM. Mycobacterium tuberculosis FadD28 fatty-acid-AMP ligase. actives 0.22% (n = 360,000); in the data active = inhibition above about 8.5%, passing the limit was not always enough; inconclusive = no clear call, values can overlap the other calls
# BoNT F protease – BoNT/F light chain protease inhibitors, primary screen, biochemical, flow cytometry, MLPCN library; Botulinum neurotoxin type F light chain protease (Clostridium botulinum); Multiplex microsphere protease cleavage assay; inhibition, % at 10 µM; actives 0.22% (n = 360,000); AID 588497, 2011; in the data active = inhibition above about 35%, passing the limit was not always enough; inconclusive = no clear call, values can overlap the other calls; also: plate controls were buffer without enzyme for full effect and enzyme alone for no effect
# Anthrax LF inh2 – Bacillus anthracis LF protease inhibitors, primary screen, biochemical, multiplex microsphere, MLPCN library. actives 0.12% (n = 360,000). multiplex microsphere protease cleavage assay. AID 588501, 2011. inhibition, % at 10 µM. Lethal factor (Bacillus anthracis), P15917; also: plate controls were buffer without enzyme for full effect and enzyme alone for no effect
# Target sequence (P15917 whole entry, looked up): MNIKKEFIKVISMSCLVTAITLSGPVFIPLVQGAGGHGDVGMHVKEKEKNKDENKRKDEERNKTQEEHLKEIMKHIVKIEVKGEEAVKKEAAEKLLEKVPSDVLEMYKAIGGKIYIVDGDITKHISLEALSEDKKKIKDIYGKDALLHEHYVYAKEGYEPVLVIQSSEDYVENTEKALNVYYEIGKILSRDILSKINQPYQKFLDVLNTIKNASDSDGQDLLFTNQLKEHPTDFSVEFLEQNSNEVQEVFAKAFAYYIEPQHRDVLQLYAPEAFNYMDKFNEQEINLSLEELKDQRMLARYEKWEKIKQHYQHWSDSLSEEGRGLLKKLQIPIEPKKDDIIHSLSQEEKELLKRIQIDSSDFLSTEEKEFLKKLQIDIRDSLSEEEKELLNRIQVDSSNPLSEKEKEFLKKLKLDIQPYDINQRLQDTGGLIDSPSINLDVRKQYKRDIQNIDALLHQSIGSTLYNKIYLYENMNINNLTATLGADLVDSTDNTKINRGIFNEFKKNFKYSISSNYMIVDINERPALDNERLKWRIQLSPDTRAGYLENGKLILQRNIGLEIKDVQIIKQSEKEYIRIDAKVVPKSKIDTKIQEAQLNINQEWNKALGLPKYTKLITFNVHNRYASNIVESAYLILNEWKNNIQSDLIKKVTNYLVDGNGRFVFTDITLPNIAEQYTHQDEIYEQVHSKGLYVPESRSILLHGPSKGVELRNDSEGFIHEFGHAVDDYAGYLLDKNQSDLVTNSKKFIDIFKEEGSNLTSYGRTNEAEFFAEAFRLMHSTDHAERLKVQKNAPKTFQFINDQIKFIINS
# PrPC surface inh – inhibitors of human cell surface prion protein PrPC, primary screen, cell-based, TR-FRET; inhibition, % at 13.8 µM; AID 720596, 2013; TR-FRET read-out; actives 0.43% (n = 370,000); Major prion protein (Homo sapiens), P04156; in the data active = inhibition above about 24%; also: 0% = median of the test wells and 100% = reference compound wells
# TcdB GH inh – TcdB glycohydrolase inhibitors, primary screen, biochemical, single point, plate reader. inhibition, % at 9.99 µM. actives 0.24% (n = 350,000). Toxin B (Clostridioides difficile), P18177. TcdB glycohydrolase enzymatic assay; in the data active = inhibition above about 10%
# CCHF vOTU inh – CCHFV vOTU protease inhibitors, primary screen, biochemical, Pep-AMC substrate, fluorescence. Crimean-Congo hemorrhagic fever virus L polyprotein viral ovarian tumor (vOTU) protease …. inhibition, % at 11.5 µM. actives 0.55% (n = 370,000). AID 651958, 2012; in the data active = inhibition above about 30%; also: 0% = vehicle wells with enzyme and 100% = no enzyme wells
# PfHsp40 rescue – rescue of yeast from PfHsp40 toxicity, primary screen, S. cerevisiae, ATP luminescence; S. cerevisiae expressing PfHsp40, growth rescue; AID 504582, 2011; actives 0.68% (n = 340,000); growth rescue, % at 12.5 µM; in the data active = growth rescue above about 28%, passing the limit was not always enough; inconclusive = no clear call, values can overlap the other calls;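 also: yeast W303a lacking pdr1 and pdr3 grown in galactose medium; growth measured after three days at 30 °C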
# BoNT A protease – BoNT/A light chain protease inhibitors, primary screen, biochemical, flow cytometry, MLPCN library | multiplex microsphere protease substrate cleavage | inhibition, % at 10 µM | actives 0.17% (n = 360,000) | AID 588499, 2011; also: plate controls were buffer without enzyme for full effect and enzyme alone for no effect
# Yp Topo-I inh – Yersinia pestis topoisomerase I inhibitors, primary screen, biochemical, cleavage product accumulation, plate reader, single point. Y. pestis Topo-I cleavage product accumulation. actives 0.064% (n = 360,000). activity, % at 10 µM. DNA topoisomerase I (Yersinia pestis CO92); in the data active = activity above about 50%, passing the limit was not always enough; inconclusive = no clear call, values can overlap the other calls; also: inactives centre near 2
# The depositor's hits bear a star; ? = inconclusive; · = not tested or not shown. Rule as the data show it, unless noted: active = inhibition above about 30%; inconclusive = no clear call, values can overlap the other calls; inactive = below that.
SMILES,FadD28 binding,BoNT F protease,Anthrax LF inh2,PrPC surface inh,TcdB GH inh,CCHF vOTU inh,PfHsp40 rescue,BoNT A protease,Yp Topo-I inh
CCOC(=O)/C=c1\s/c(=C\c2c(OC)ccc3ccccc23)c(=O)n1CC(=O)NCC1CCCO1 (stereo not drawn),-2.5,-6,-4,7,0.5,0,0.2,-2.0,7
CNC(=O)COc1ccc(Nc2nnc(C)c3ccccc23)cc1,-4.4,-1,?,5,0.7,5,·,0.0,1
CNC(=O)c1cccn(Cc2cc(C(F)(F)F)cc(C(F)(F)F)c2)c1=O,0.8,4,2,11,0.1,10,-0.2,-0.1,-10
CCOCCC(=O)Nc1ccc2c(c1)c(=O)n(C)n2C/C=C/c1ccccc1,-2.3,-3,-3,8,1.0,-99,·,0.2,5
COC(=O)[C@@]1(Sc2ccc(C)cc2)CC(=O)N(c2ccccc2)[C@@H]1c1ccccc1,·,-1,5,16,1.7,1,·,0.8,·
CC(=O)Nc1cc(C(=O)N2CCN(C)CC2)ccc1Sc1ccc(C)cc1,-1.2,2,-6,9,·,-6,-0.1,0.4,-1
Cc1cc(C)c2cc(C(c3nnnn3C3CCCC3)N3CCOCC3)c(=O)[nH]c2c1 (stereo not drawn),-1.9,8,-7,-2,·,2,2.5,0.8,7
Cc1cc(NC(=O)c2ccccc2F)n(C(C)(C)C)n1,-2.4,6,-11,-8,0.5,23,-0.5,0.2,-6
Cc1cccc(-c2nnc(SCC(=O)N3CCCC3)o2)c1,-1.0,3,1,2,-0.5,-12,-0.4,3.0,13
Cc1nn(-c2ccccc2)c2sc(C(=O)OCc3nnc(-c4ccccc4)o3)cc12,0.1,-7,2,-2,·,4,1.3,0.1,5
Cn1c(=O)c2c(nc(N3CCN(c4ccccn4)CC3)n2Cc2ccc(Cl)cc2Cl)n(C)c1=O,-1.5,9,0,9,·,11,0.3,0.5,10
CC(C)(C)NC(=O)c1cc(NC(=O)c2ccco2)cc(NC(=O)c2ccco2)c1,-6.1,-2,1,2,·,8,-0.4,0.1,1
O=C(NC1CCSc2ccccc21)c1cccc(S(=O)(=O)N2CCOCC2)c1 (stereo not drawn),-2.8,5,-1,5,0.1,2,-0.5,-0.9,-3
O=C(CCCSc1nc2ccccc2[nH]1)NC(c1ccccc1)c1ccccc1,-2.4,-2,0,-1,0.0,21,-0.2,-1.1,12
CCOc1ccc(N(C(C)C(=O)N2CCCCCC2)S(C)(=O)=O)cc1 (stereo not drawn),-0.8,0,-1,1,1.4,-2,-0.4,-0.8,2
CC1(C)CC(=O)c2cc(O)ccc2O1,1.5,1,1,4,0.0,8,4.7,1.8,6
COc1cccc2cc(S(=O)(=O)c3ccccc3)c(=Nc3ccc4c(c3)OCCO4)oc12,-3.4,-6,1,4,·,7,-0.5,-0.5,11
Cc1ccc(NC(=O)C2CC2)cc1S(=O)(=O)N1CCOCC1,-4.7,8,-2,-2,0.3,8,-0.7,0.0,-5
Cc1ccc(-n2c(=O)c3sccc3n(CC(=O)NCc3ccco3)c2=O)cc1,-0.9,-8,-2,4,·,-6,-0.9,-0.7,7
Cc1ccc(/C=C/C(=O)Nc2ccc(S(=O)(=O)Nc3onc(C)c3C)cc2)cc1,1.4,-7,-5,5,-6.6,21,0.5,-1.3,4

# Shown with tabs: 3 of the compounds above
SMILES	FadD28 binding	BoNT F protease	Anthrax LF inh2	PrPC surface inh	TcdB GH inh	CCHF vOTU inh	PfHsp40 rescue	BoNT A protease	Yp Topo-I inh
CC(C)(C)NC(=O)c1cc(NC(=O)c2ccco2)cc(NC(=O)c2ccco2)c1	-6.1	-2	1	2	·	8	-0.4	0.1	1
O=C(NC1CCSc2ccccc21)c1cccc(S(=O)(=O)N2CCOCC2)c1 (stereo not drawn)	-2.8	5	-1	5	0.1	2	-0.5	-0.9	-3
O=C(CCCSc1nc2ccccc2[nH]1)NC(c1ccccc1)c1ccccc1	-2.4	-2	0	-1	0.0	21	-0.2	-1.1	12

# Individual results from above.
# `CCOc1ccc(N(C(C)C(=O)N2CCCCCC2)S(C)(=O)=O)cc1` (stereo not drawn) @ FadD28 binding = -0.8
# `CC1(C)CC(=O)c2cc(O)ccc2O1` @ PrPC surface inh = 4
# `O=C(NC1CCSc2ccccc21)c1cccc(S(=O)(=O)N2CCOCC2)c1` (stereo not drawn) @ PfHsp40 rescue = -0.5

# The listing continues:
SMILES,FadD28 binding,BoNT F protease,Anthrax LF inh2,PrPC surface inh,TcdB GH inh,CCHF vOTU inh,PfHsp40 rescue,BoNT A protease,Yp Topo-I inh
Cc1cc(NS(=O)(=O)c2ccc(NC(=O)CCCOc3ccccc3C)cc2)nc(C)n1,-7.8,-13,10,-5,-1.5,7,-0.4,-2.9,13
COc1ccc(OCC(O)CNC(=O)/C=C/c2cccc([N+](=O)[O-])c2)cc1 (stereo not drawn),-0.7,26,0,-5,1.6,9,0.4,1.6,-3
CCOC(=O)C1CCCN(Cc2cccc(Oc3ccccc3)c2)C1 (stereo not drawn),-3.6,?,-2,-4,1.8,-4,1.8,?,43
O=C1C2C3CCC(C3)C2C(=O)N1CNc1ccc(F)cc1 (stereo not drawn),-2.3,-2,7,3,·,0,-0.7,-0.1,1
COc1cccc(NC(=O)CN(C)C(=O)c2cc(S(=O)(=O)N3CCCCC3)ccc2Cl)c1,-0.1,16,0,9,1.0,7,-0.6,0.7,11
CC12CCC(C(=O)Nc3ccccc3)(C(Br)C1=O)C2(C)C (stereo not drawn),0.7,-5,2,-5,1.6,2,0.4,0.3,0
C[C@]1(C(=O)O)C=C[C@@H](Cc2ccccc2)N1C(=O)c1ccccc1,1.2,-13,-6,-3,0.4,0,0.8,-0.7,-5
COc1ccccc1C(=O)Nc1nnc(-c2ccccc2)s1,-0.7,·,·,4,0.1,-10,1.1,·,47
COc1cc(C(=O)Nc2nnc(S(=O)(=O)N3CCCCCC3)s2)cc(OC)c1OC,-8.5,6,0,2,-0.2,6,-1.0,1.5,3
O=S1(=O)CCOCCN1Cc1ccccc1,-3.2,3,4,0,1.6,10,-0.4,0.0,12

# Filtered by structure, the entries above containing two or more sulfur atoms (two)
SMILES,FadD28 binding,BoNT F protease,Anthrax LF inh2,PrPC surface inh,TcdB GH inh,CCHF vOTU inh,PfHsp40 rescue,BoNT A protease,Yp Topo-I inh
O=C(NC1CCSc2ccccc21)c1cccc(S(=O)(=O)N2CCOCC2)c1 (stereo not drawn),-2.8,5,-1,5,0.1,2,-0.5,-0.9,-3
COc1cc(C(=O)Nc2nnc(S(=O)(=O)N3CCCCCC3)s2)cc(OC)c1OC,-8.5,6,0,2,-0.2,6,-1.0,1.5,3

# Following part.
SMILES,FadD28 binding,BoNT F protease,Anthrax LF inh2,PrPC surface inh,TcdB GH inh,CCHF vOTU inh,PfHsp40 rescue,BoNT A protease,Yp Topo-I inh
CN1CCN(Cc2ccc(OC(F)(F)F)cc2)CC1,0.3,·,·,1,·,-18,-0.7,·,-1
OCCCn1c(C2CCCN2c2nc(-c3ccc(Cl)cc3)cs2)nc2cc(Cl)c(N3CCCCC3)cc21 (stereo not drawn),-2.7,5,4,9,1.4,9,-2.2,0.2,-14
CCN(CC)C(=O)C1=C(C)N(CCCN2CCCC2=O)C(=O)C(CC(=O)NCc2cccs2)C1 (stereo not drawn),-0.7,1,-2,-5,0.7,3,·,0.5,-6
Cc1c(C(=O)NCC(c2ccco2)N2CCCC2)oc2ccc(Cl)cc12 (stereo not drawn),-1.5,-6,0,0,1.3,-13,1.0,-3.7,19
COc1ccc2nc(SCC(=O)Nc3ccccc3)[nH]c2c1,-3.1,-3,-2,-2,0.2,10,-0.9,-1.0,-6
Cc1c(C(=O)Nc2ccc(C(F)(F)F)cc2)sc2ncn(CC(=O)N3CCN(c4ccccn4)CC3)c(=O)c12,-0.6,-4,-2,-6,-1.4,3,0.3,1.7,18
N#Cc1cc(-c2cccc(Cl)c2)c[nH]c1=O,-1.1,4,-8,4,·,7,-2.5,0.7,1
CC(C)Cn1nc(-c2ccccc2)c2ccccc2c1=O,-3.1,-30,4,-5,0.9,0,-0.5,-6.2,-4
Cc1ccc(C(=O)NCCCN2CCOCC2)cc1Cl,-0.4,-18,5,-4,1.6,16,-1.4,-2.4,2
Cc1cc(C(=O)NNC(=O)/C=C/c2ccc(F)cc2)c(C)o1,1.1,12,2,1,1.1,5,-2.0,2.5,-8
CC1CC(C)CN(c2ccc([N+](=O)[O-])cc2-c2nn[nH]n2)C1 (stereo not drawn),0.1,-3,2,-10,·,23,-2.5,-0.9,4
Cc1cc(NC(=O)C2CC(=O)N(c3ccc(Cl)cc3)C2)no1 (stereo not drawn),·,-1,-4,0,1.7,4,0.2,-0.7,4
CCCN(C(=O)c1cc(S(=O)(=O)N2CCCCCC2)ccc1OC)C1CCS(=O)(=O)C1 (stereo not drawn),0.4,-2,3,-2,6.5,2,-0.1,-2.1,9
S=C(Nc1ccc(Cl)cc1)N(CCCN1CCOCC1)Cc1cccs1,0.7,-7,-3,3,-0.1,-6,-0.8,-1.2,-3
CCC[C@@H]1CCCO[C@@](C(=O)NCc2cc(C)n(C)n2)(C(F)(F)F)C1,-2.2,5,-8,1,0.0,3,?,0.6,-8
CC1CCN(S(=O)(=O)c2ccc(F)c(C(=O)O)c2)CC1,-3.7,-1,-3,5,·,-4,-0.2,0.2,0
O=c1/c(=C/c2ccccc2)sc2nnc(-c3cccs3)n12,-1.0,·,·,4,1.5,3,·,·,-5
CCC(C)(C)NC(=O)C(c1ccc(F)cc1)N(Cc1ccco1)C(=O)CCC(=O)Nc1ccccn1 (stereo not drawn),0.0,4,-10,1,·,20,-1.2,-0.2,-5
CC(=O)Cc1cc(=O)c2c(C)cc(O)c(C3OC(CO)C(O)C(O)C3O)c2o1 (stereo not drawn),-0.8,-16,0,-2,-0.4,3,0.8,0.7,4
CSCCNC(=O)c1ccc2nc(C3CCCCC3)oc2c1,0.3,-18,-12,-3,1.1,8,-0.1,-3.6,12
Cc1ccc(OCC(=O)Nc2ccc(O)c(-c3nc4ccccc4o3)c2)cc1,-1.8,5,2,-2,·,13,-0.4,0.3,18
O=C(Cn1cc(COc2ccccc2[N+](=O)[O-])nn1)c1ccc(O)cc1,-0.2,-4,-5,-8,-0.5,5,-2.1,-0.6,7
O=C(O)c1ccc(N2CCCCS2(=O)=O)cc1,0.2,-4,1,-3,0.3,6,-1.4,0.4,-3
CCN(CC)CCNC(=O)c1cc(S(C)(=O)=O)ccc1OC,0.3,5,-6,2,1.1,2,-0.1,0.7,-1
COc1ccc(Nc2nc(-c3sc(C)nc3C)cs2)c(OC)c1,0.9,·,·,19,1.2,-1,0.3,·,22
Cc1ccc(C(C)C)c(OCC#CCN2CCOCC2)c1,-4.5,-16,4,11,0.2,-9,-1.4,2.9,-1
CCn1c(SCC(=O)N(C)CC(=O)Nc2cccc(OC)c2)nnc1-c1ccco1,0.3,13,-3,-4,0.8,-2,1.9,6.8,6
COCCCNC1CS(=O)(=O)CC1O (stereo not drawn),-3.7,4,-1,-7,-0.2,-8,-0.7,0.6,5
COn1c(-c2ccccc2)nc2ncccc21,0.5,6,23,-5,1.3,9,·,0.7,7
CCOC(=O)c1ccc(NC(=O)CN2CCN(Cc3ccccc3)CC2)cc1,0.9,0,-1,-3,-1.7,-4,1.7,-0.1,14

# Part of the list above in order of number of heavy atoms, descending.
SMILES,FadD28 binding,BoNT F protease,Anthrax LF inh2,PrPC surface inh,TcdB GH inh,CCHF vOTU inh,PfHsp40 rescue,BoNT A protease,Yp Topo-I inh
Cc1ccc(OCC(=O)Nc2ccc(O)c(-c3nc4ccccc4o3)c2)cc1,-1.8,5,2,-2,·,13,-0.4,0.3,18
COc1ccc(Nc2nc(-c3sc(C)nc3C)cs2)c(OC)c1,0.9,·,·,19,1.2,-1,0.3,·,22
COn1c(-c2ccccc2)nc2ncccc21,0.5,6,23,-5,1.3,9,·,0.7,7

# High-throughput results: PubChem BioAssay, several laboratories
